# GRK2 inh – compounds blocking aptamer binding on GRK2 – biochemical, human GRK2, bead flow cytometry, HTS, primary screen; 330,000 compounds, 0.59% hits; inhibition of aptamer binding, % at 10 µM; FAM-aptamer displacement from GRK2;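 active means inhibition of aptamer binding above 40%, roughly 3 SD of noise, on plates passing a quality check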;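 further: median bead fluorescence of bound FAM aptamer so fluorescent compounds give negative values; no value below 0 was filed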
# MCL1 BIM primary – inhibitors of MCL1 binding to BIM-BH3, primary screen, biochemical, fluorescence polarization | inhibition, % at 10.9 µM | AID 2057, 2009 | Induced myeloid leukemia cell differentiation protein Mcl-1 (Homo sapiens), Q07820 | GST-MCL1 / FITC-Bim-BH3 fluorescence polarization | 320,000 compounds, 0.68% hits;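 active means inhibition above the mean inhibition of all tested compounds plus 3 SD, set per campaign, cut at about 40% in these data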;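 further: 0% = DMSO wells and 100% = unlabeled Bim-BH3 peptide control; higher means more loss of mP so more displacement of Bim peptide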
# Target sequence (Q07820 whole entry, looked up): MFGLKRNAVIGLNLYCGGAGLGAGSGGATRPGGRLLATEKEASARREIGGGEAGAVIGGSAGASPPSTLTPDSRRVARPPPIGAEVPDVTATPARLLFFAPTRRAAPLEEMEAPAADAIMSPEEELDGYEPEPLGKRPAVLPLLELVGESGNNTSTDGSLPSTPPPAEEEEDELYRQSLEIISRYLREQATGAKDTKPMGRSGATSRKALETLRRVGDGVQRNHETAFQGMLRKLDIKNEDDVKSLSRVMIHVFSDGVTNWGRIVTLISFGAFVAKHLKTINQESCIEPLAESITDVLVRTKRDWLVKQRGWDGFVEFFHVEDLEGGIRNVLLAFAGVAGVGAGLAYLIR
# GLD-1 TGE inh – GLD-1/TGE RNA complex disruptors, primary screen, biochemical, fluorescence polarization; inhibition, % at 5.96 µM; Female germline-specific tumor suppressor gld-1 (Caenorhabditis elegans), Q17339; 320,000 compounds, 0.44% hits; purified GLD-1 + fluorescein TGE RNA; AID 2280, 2010;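 active means percent inhibition above a per-plate cutoff, the plate mean of test compounds plus 3 SD, cut at about 30% in these data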;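 further: 0% = DMSO wells with GLD-1 and probe and 100% = wells lacking GLD-1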
# Target sequence (Q17339 whole entry, looked up): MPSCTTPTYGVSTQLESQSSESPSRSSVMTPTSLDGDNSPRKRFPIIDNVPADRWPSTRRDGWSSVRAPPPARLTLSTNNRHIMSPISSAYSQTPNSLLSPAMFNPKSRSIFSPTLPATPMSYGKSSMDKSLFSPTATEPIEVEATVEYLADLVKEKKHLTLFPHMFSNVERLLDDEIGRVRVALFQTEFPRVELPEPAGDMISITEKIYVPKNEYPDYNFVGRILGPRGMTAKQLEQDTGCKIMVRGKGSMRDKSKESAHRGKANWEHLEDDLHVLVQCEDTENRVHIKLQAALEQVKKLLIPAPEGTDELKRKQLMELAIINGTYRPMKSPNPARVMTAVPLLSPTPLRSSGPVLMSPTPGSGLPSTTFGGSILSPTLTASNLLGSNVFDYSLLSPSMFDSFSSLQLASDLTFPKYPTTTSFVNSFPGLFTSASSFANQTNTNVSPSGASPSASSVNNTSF
# MEX-5 binding – MEX-5 zinc finger RNA-binding disruptors – biochemical, C. elegans, fluorescence polarization, MLPCN library, primary screen. Zinc finger protein mex-5 (Caenorhabditis elegans), Q9XUB2. MEX-5/FITC-TCR2 RNA binding; active compounds read low. activity score (negative = inhibition of binding), % at 10 µM. 300,000 compounds, 0.38% hits. AID 1832, 2009;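 active means inhibition past about -25% in most replicates, and total fluorescence under double the plate's negative control median, limit read from the data; inconclusive means replicates evenly split on the limit, or fluorescence at least double controls; inactive means too little inhibition in most replicates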;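 further: 0% = DMSO and -100% = 5 µM competing unlabeled TCR2 RNA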
# AGP1-GFP MLPCN – modulators of AGP1-GFP expression in yeast TOR pathway, primary screen, cell-based, multiplex flow cytometry, S. cerevisiae, MLPCN library | 3 h; GFP as percent of DMSO wells | GFP response vs DMSO, % at 10 µM | 320,000 compounds, 0.02% hits;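 active means GFP response relative to DMSO above a set limit, near screen average plus 3 SD, cut at about 150% in these data; inconclusive means fewer than 70 cells counted for the yeast strain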;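 further: median GFP channel fluorescence of the gated AGP1 strain per well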
# CIT2-GFP yeast – modulators of CIT2-GFP expression in yeast, primary screen, S. cerevisiae, GFP fusion, multiplex flow cytometry, MLPCN library; S. cerevisiae CIT2-GFP strain, 3 h; 100 means same as DMSO wells; GFP response vs DMSO, % at 10 µM; 320,000 compounds, 0.065% hits;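 active means GFP response relative to DMSO above a set limit, near the screen mean plus 3 SD, cut at about 150% in these data; inconclusive means Fewer than 70 cells measured for a yeast strain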;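 further: ratio of well median GFP fluorescence to mean of DMSO wells on the plate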
# VLA-4 inh – inhibition in human VLA-4 binding assay, primary screen, VLA-4 allosteric modulator project, MLPCN library, flow cytometry, VLA-4 expressing cells | Integrin alpha-4 (Homo sapiens), P13612 | ligand binding flow cytometry | inhibition, % (about 7 µM as worked out from the volumes in the protocol) | 330,000 compounds, 0.2% hits | AID 2557, 2010; in the data active means inhibition above about 50%
# Fam108B counter – mouse Fam108B serine hydrolase inhibitors, primary screen, counter-screen for RBBP9 inhibitor project, biochemical, fluorescence polarization | recombinant Fam108B, FP-Rh probe fluorescence polarization | inhibition, % at 9.51 µM | 300,000 compounds, 0.33% hits | AID 1947, 2009;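 active means inhibition above the screen mean inhibition plus 3 SD, computed separately per campaign, cut at about 18% in these data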;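 further: inhibitors lower polarization as less probe binds the enzyme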
# BCLXL inh – inhibitors of human Bcl-xL, primary screen, biochemical, fluorescence polarization, HTS; GST-Bcl-xL / FITC-Bim BH3 peptide fluorescence polarization; inhibition, % at 10.9 µM; 320,000 compounds, 0.7% hits; Bcl-2-like protein 1 (Homo sapiens), Q07817;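 active means inhibition above the mean of all tested compounds plus 3 SD, cutoff set per campaign, cut at about 30% in these data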;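 further: 0% = DMSO wells and 100% = unlabeled Bim-BH3 peptide competitor; inhibitors lower millipolarization by displacing the labeled peptide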
# Target sequence (Q07817 whole entry, looked up): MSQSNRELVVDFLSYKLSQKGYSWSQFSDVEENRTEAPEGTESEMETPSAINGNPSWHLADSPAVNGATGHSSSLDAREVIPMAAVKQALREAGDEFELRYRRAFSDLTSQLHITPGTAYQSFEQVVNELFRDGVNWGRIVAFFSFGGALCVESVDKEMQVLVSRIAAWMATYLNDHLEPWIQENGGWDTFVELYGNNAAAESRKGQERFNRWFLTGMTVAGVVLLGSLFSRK
# * hit, by the source's call; ? = inconclusive; nt = not tested or not shown; [ ] = remark or other dose.
SMILES,GRK2 inh,MCL1 BIM primary,GLD-1 TGE inh,MEX-5 binding,AGP1-GFP MLPCN,CIT2-GFP yeast,VLA-4 inh,Fam108B counter,BCLXL inh
COCCn1c(C)cc(O)c(C(=O)Nc2cccc(Cl)c2)c1=O,2,5,-4,-3.3,17[may fluoresce violet],?,4,-3,0
CCOc1ccc(-c2cnc3n2CCC3)cc1,0,-3,-2,-2.2,102,110,-2,0,5
COc1ccc(-c2nc3ccccc3c(=O)n2CCN2CCOCC2)cc1,0,-2,-3,-2.0,103,101,-7,-3,0
Cc1cc(C(F)(F)F)nn1CC(=O)NCC1CCCO1 (centres undefined),2,0,7,2.3,101,102,5,0,3
CCOc1ccccc1OCC(=O)Nc1cc2c(cc1C(=O)O)OCCCO2,1,-5,5,-1.0,108,105,0,-3,-3
Fc1ccc(-c2nc(-c3cnccn3)no2)c(Cl)c1,0,-1,-1,1.0,101,104,3,0,-2
O=c1c([N+](=O)[O-])c(NC2CCCCC2)c2ccccc2n1-c1ccccc1,1,-3,12,-2.2,109,103,-5,0,1
CCN(CC)S(=O)(=O)c1cccc(C(=O)N[C@H](C(=O)OCC(=O)NC(=O)NC)C(C)C)c1,0,-11,4,0.3,99,99,10,3,-3
COc1ccc(S(=O)(=O)N2CCN(C(=O)c3cnc(C)cn3)CC2)cc1,2,-9,1,-2.4,97,100,0,4,4
CCCC(C(=O)Nc1ccc(S(=O)(=O)N2CCOCC2)cc1)c1ccccc1 (centres undefined),0,3,3,nt,95,95,11,nt,2
Cc1ccc(Sc2ncnc3onc(C)c23)cc1,0,-2,6,0.0,92,110,-4,-2,4
Cc1ccccc1-c1nc(CN2CCC(C(=O)NCc3cccnc3)CC2)c(C)o1,0,10,4,1.9,100,96,-14,1,9
CCOc1ccc(/C(O)=C2/C(=O)C(=O)N(CCCN3CCOCC3)C2c2ccc(C)cc2)cc1C (centres undefined),0,nt,nt,2.5,102,90,13,nt,nt
CCOC(=O)CNNC(=O)Nc1ccc(Cl)c(Cl)c1,0,-2,4,1.6,95,98,0,-1,-2
O=C(O)C1CCCN1C1=NS(=O)(=O)c2ccccc21 (centres undefined),2,0,0,-3.9,93,97,-1,1,6
COc1ccc(CNS(=O)(=O)NCc2ccccc2)cc1OC,0,0,6,0.1,105,102,23,1,-1
COc1cc(NS(=O)(=O)c2ccc(NC(=O)NC3CCCCC3)cc2)nc(OC)n1,1,4,2,1.5,102,102,-4,-6,2
Cc1onc(-c2c(Cl)cccc2Cl)c1C(=O)NC1CCCCC1,2,-2,-1,-0.8,105,103,8,-3,0
Cc1ccc(Nc2nnns2)cc1C,0,6,-7,2.1,104,94,4,-1,6
S=C(NCc1cccnc1)Nc1ccc(Oc2ccccc2)cc1,2,11,4,0.3,100,96,-9,2,0
O=C1NC[C@H](c2ccccc2)N(CCC23CC4CC(CC(C4)C2)C3)C1=O,1,0,-3,1.9,85,91,0,-5,1
O=C(Cc1ccccc1)NCCSCc1ccccc1,2,12,6,-0.2,102,101,12,1,6
COc1ccc(/C=C/C(=O)N(C)C2(C)CCS(=O)(=O)C2)cc1 (centres undefined),0,3,-7,-0.6,104,98,6,1,-2
O=C(CSc1nnc(-c2ccncc2)n1Cc1ccco1)Nc1cccc(O)c1,2,-3,0,-1.5,92,94,-7,1,1
O=C(Nn1cc(C(=O)Nc2ccccc2F)c2ccccc2c1=O)c1cnccn1,0,4,3,-0.6,103,105,1,1,-1
COc1ccc(N2C(=O)CCC2(C#N)c2ccc(Br)cc2)cc1 (centres undefined),1,-12,0,1.7,114,98,18,-2,-4
Cc1ccc2[nH]c3c(Cl)ncnc3c2c1,0,5,3,1.6,106,100,3,2,3
O=C(Nc1ccc(O)cc1)c1ccccc1OCc1ccccc1,0,nt,nt,0.2,96,98,2,nt,nt
O=C(Oc1cccc2cccnc12)c1ccc2c(c1)OCCO2,1,-2,-3,-1.5,99,88,7,2,2
O=C(N/N=C/c1ccc2cccc(OCc3ccccc3)c2n1)c1ccc(Br)cc1,0,-7,-19,0.2,103,104,7,-32,-10
CC(C)OC(=O)CSc1nc2c(cc1C#N)CCCCC2,1,-3,1,3.2,99,95,4,3,3
Cc1ccc(Cn2nc(C)c(/C=N/NC(=O)c3cccnc3)c2C)cc1,0,5,2,0.3,96,96,-11,-2,5
Cc1ccc2c(CN3CCN(S(=O)(=O)c4ccccc4C(F)(F)F)CC3)cc(=O)oc2c1C,1,4,7,nt,101,103,4,nt,-1
CC(C)c1ccc2c(c1)C1Cc3ccccc3C1N2 (centres undefined),0,-28,-8,1.7,98,101,-34,5,-7
O=C1CC(c2cccc(Cl)c2)Cc2nc(N3CCOCC3)ncc21 (centres undefined),0,9,-2,-0.1,107,113,10,0,7
CC1CCN(C(=O)COC(=O)CCCN2C(=O)c3cccc4cccc(c34)C2=O)CC1,0,nt,nt,0.0,100,103,15,nt,nt
C=CCn1cc(C(=O)NCCCOC)c(=O)c2cc(S(=O)(=O)N3CCC(C)CC3)ccc21,3,10,10,nt,109,104,28,1,6
CCCn1c(SCCN2CCOCC2)nc2c1c(=O)n(C)c(=O)n2C,19,nt,nt,2.2,103,103,3,nt,nt
COc1cc(C2C3=C(CCCC3=O)Nc3[nH]n(-c4ccccc4)c(=O)c32)ccc1OC(C)=O (centres undefined),0,-3,11,-0.2,90,nt,14,-2,-4
N#C/C(=C\c1cccc(Br)c1)C(=O)N1CCCCC1,0,4,1,-0.3,100,86,9,0,6
NNC(=O)c1cc2c(ccc3ccccc32)o1,1,3,1,1.8,92,87,-4,0,6
O=C(CN1CCN(Cc2ccc(F)cc2)C1=O)NCc1cccs1,0,10,1,-2.6,100,97,30,0,8
Nc1ccc2nc(COc3ccccc3)[nH]c2c1,0,9,9,-5.2,95,110,4,-1,5
O=C(COC(=O)c1cc2ccccc2cc1O)NC(=O)NCc1ccco1,2,1,4,2.0,96,100,11,-5,-4
CCOc1cc(NC(=S)NCCCN2CCOCC2)c(OCC)cc1NC(=O)c1cccs1,0,9,-1,-0.8,107,105,9,2,3
COc1ccc(C(CCN2CCN(c3ccccc3)CC2)c2c(OC)cc(OC)c3c(-c4ccccc4)cc(=O)oc23)cc1 (centres undefined),2,-4,20,2.1,113,105,6,1,-5
O=C(c1cc(=O)c2cc(Cl)ccc2o1)N1CCN(Cc2ccccc2)CC1,0,7,3,1.5,110,112,4,0,5
Cc1sc2ncn(CC(=O)Nc3ccccc3F)c(=O)c2c1-c1ccccc1,0,-3,1,2.2,101,105,13,-2,-1
O=C1CC(c2ccccc2)CN1C(=O)c1cccc([N+](=O)[O-])c1 (centres undefined),1,-5,2,1.9,104,100,-21,2,-1
Cc1ccc(NC(=S)N(CCN(C)C)Cc2cc3cc(C)ccc3[nH]c2=O)cc1,0,12,3,-0.6,105,95,3,0,6
# (next part)
SMILES,GRK2 inh,MCL1 BIM primary,GLD-1 TGE inh,MEX-5 binding,AGP1-GFP MLPCN,CIT2-GFP yeast,VLA-4 inh,Fam108B counter,BCLXL inh
CCCCC1CCC(C(=O)N(CCOC)c2c(N)n(CC(C)C)c(=O)[nH]c2=O)CC1 (centres undefined),1,1,2,nt,96,85,-21,nt,0
c1ccc2c(CCN3CCNC[C@H]3Cc3cccc4ccccc34)cccc2c1,0,nt,1,nt,99,92,-17,nt,nt
CCOc1cc2[nH]c(=S)n(CCCOC)c(=O)c2cc1OCC,1,3,1,1.4,100,108,-7,0,-2
FC(F)Oc1ccc(NC(=S)NNc2ccnc3cc(Cl)ccc23)cc1,1,4,-12,-1.2,94,89,-2,8,-3
CCOc1ccc(-c2cc(C(=O)N/N=C(\C)c3cccnc3)c3ccccc3n2)c(OCC)c1,0,nt,nt,-0.3,91,86,-19,nt,nt
COc1ccc([C@@H]2OC2(C(N)=O)C(N)=O)cc1,0,0,2,1.1,102,96,10,-3,4
Nc1cc(=O)[nH]c(SCC(=O)Nc2cccc([N+](=O)[O-])c2)n1,3,3,1,-0.4,107,100,8,-1,4
CCCCc1nnc2c(N(C)S(=O)(=O)c3ccc(C)cc3)nc3ccccc3n12,0,-8,-5,nt,94,105,9,-7,-5
Cc1ccccc1OCC(=O)OCC(=O)Nc1ccc2c(c1)OCCO2,0,4,1,nt,104,91,-1,nt,9
COc1ccc(C(=O)Nn2cnc3scc(-c4cccs4)c3c2=O)c(O)c1,0,10,3,0.8,100,96,6,3,6
O=C(Nc1ccccc1)c1ccc(CN2CCC(Cc3ccccc3)CC2)cc1,0,6,0,-0.4,104,111,-1,-3,8
CC(NC(=O)COC(=O)c1ccccc1F)C1CC2CCC1C2 (centres undefined),4,nt,1,nt,89,92,-13,nt,nt
O=C(CN(c1ccc(F)cc1)S(=O)(=O)c1ccc2c(c1)OCCO2)Nc1ccccc1,0,-5,1,3.0,102,101,-4,-3,4
COc1ccc(C(=O)N2CCN(C(=O)c3cc(OC)c(OC)c(OC)c3)CC2)cc1,0,-3,-9,-0.2,99,93,14,-3,0
COc1ccc(OCC(=O)N2CCc3ccccc3C2)cc1,0,5,-7,0.8,101,104,-2,1,4
COc1ccc(CN2CC(C(=O)NCc3ccc4c(c3)OCO4)CC2=O)cc1 (centres undefined),25,2,6,0.6,99,101,9,4,2
O=C(Cn1cnc2sc(-c3ccccc3)cc2c1=O)NCc1ccccc1,0,13,5,0.0,nt,105,-14,-9,0
O=C(CSc1nc2[nH]c(=O)cc(O)c2s1)Nc1cc(Cl)cc(Cl)c1,0,-2,-3,-2.4,102,98,1,-4,0
CCc1cc(=O)oc2c(C)c(OCC(=O)NCC3CCC(C(=O)O)CC3)ccc12 (centres undefined),3,2,0,0.4,105,100,1,1,2
Cn1c(=O)c(=O)n(C)c2cc(S(=O)(=O)NCCOc3ccccc3)ccc21,1,9,4,0.8,105,108,9,4,9
OCCOCCN1CCN(C(=S)Nc2ccccc2)CC1,0,-8,-4,0.7,91,85,-26,-2,-2
Cn1c(COc2ccccc2)nnc1SCC(=O)NNC(=O)C1CCCCC1,2,6,10,0.4,102,107,4,4,4
N#Cc1ccc(NC(=O)c2sc3cc(C(F)(F)F)cnc3c2-c2cccs2)cc1,3,7,8,1.0,98,96,21,-1,6
Cc1ccc(NC(=O)CNC(=O)c2ccc(Br)o2)nc1,20,10,11,-1.3,101,95,2,-1,7
Cc1c(C)n2c(SCC(=O)Nc3ccc4c(c3)OCCO4)nnc2[nH]c1=O,1,-5,0,0.1,110,107,-3,2,-1
COc1ccc(-n2c(Cc3cccn3C)nnc2SCC(=O)Nc2ccc(C)cc2)cc1,0,0,0,1.3,101,101,27,-2,4
CCc1cccc2c1NC(=O)C2(O)N1CCCC(C)C1 (centres undefined),1,3,7,-0.7,103,102,-7,2,2

# Bioassay records as filed in PubChem.
